High-throughput results deposited in PubChem by National Center for Advancing Translational Sciences (NCATS).
Vif-A3F inh: Vif-A3F binding inhibition. HeLa A3F-eYFP + Vif (tagged APOBEC3F with the HIV-1 protein that degrades it), YFP fluorescence increase. Potency, µM (top dose mostly 46.1 µM), for inactives: top-dose activity, negative = active. 390,000 compounds, 0.2% hits. AID 602313; further: % of control where 0% means no effect; nearly all actives have a fitted effect of over 65% in size
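Fluorescence increase (Ex 488/Em 500-530) after overnight compound treatment at 37 deg C flags inhibition of Vif-driven A3F-eYFP loss in stable HeLa A3F-eYFP/Vif cells seeded overnight beforehand.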
TrxR1 substrate: is turned over as a substrate by rat TrxR1. O89049. purified TrxR1 substrate turnover, NADPH consumption readout. Potency, µM (highest dose often 114 µM), for inactives: at the top dose activity change, negative = substrate turnover. 390,000 compounds, 0.01% hits. AID 588456; further: on the % scale 0 is the no-effect control and ±100 the full control effect; nearly all actives have a fitted effect of over 50% in size
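Rat TrxR1, dispensed at 90 nM, was prereduced with 400 uM NADPH (final) for 5 min at ~22 deg C, then incubated with compound 15 min before 400 uM selenite. A first-read NADPH fluorescence drop versus no-compound background flagged substrates.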
12-LOX inh: inhibitors of human 12S-lipoxygenase ALOX12. purified 12hLO, xylenol orange hydroperoxide absorbance. Potency, µM (top dose mostly 108 µM), without a hit: top-dose activity change, negative = inhibition, usual class: inhibitors. 580,000 compounds, 1.1% hits. AID 1671190; further: on the % scale 0 is the no-effect control and ±100 the full control effect
Target sequence (P18054 whole entry, looked up): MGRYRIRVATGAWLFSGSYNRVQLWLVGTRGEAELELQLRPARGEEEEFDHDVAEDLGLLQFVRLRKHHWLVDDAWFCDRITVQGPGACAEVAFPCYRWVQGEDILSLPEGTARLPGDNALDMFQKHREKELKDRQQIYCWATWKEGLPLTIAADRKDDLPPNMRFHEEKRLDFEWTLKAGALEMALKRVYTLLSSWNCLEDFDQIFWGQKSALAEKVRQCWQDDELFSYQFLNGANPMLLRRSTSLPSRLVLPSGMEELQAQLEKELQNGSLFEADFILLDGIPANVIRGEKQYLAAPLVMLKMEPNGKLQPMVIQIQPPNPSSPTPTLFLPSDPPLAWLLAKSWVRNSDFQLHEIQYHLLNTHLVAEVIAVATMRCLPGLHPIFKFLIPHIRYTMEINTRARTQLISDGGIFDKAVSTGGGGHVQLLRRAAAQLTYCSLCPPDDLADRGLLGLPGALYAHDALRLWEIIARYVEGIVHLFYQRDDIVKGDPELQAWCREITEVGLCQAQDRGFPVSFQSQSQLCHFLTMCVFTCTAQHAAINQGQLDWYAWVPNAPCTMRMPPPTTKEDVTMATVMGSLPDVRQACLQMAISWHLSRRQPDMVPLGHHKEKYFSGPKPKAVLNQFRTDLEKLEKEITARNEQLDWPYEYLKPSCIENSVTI
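Purified human 12hLO (150 nM final) in 25 mM Hepes, 0.01% Triton X-100, pH 7.0 was preincubated 15 min at room temperature with compound. Then 40 uM arachidonic acid was added, 30 min. Hydroperoxide was read by Fe-XO absorbance ratio 573/405 nm.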
IDH1 R132H inh: human IDH1 R132H inhibition; Potency, µM (titrated, usually from 76.6 µM), for the others: at the top dose activity change, negative = inhibition, actives largely listed as inhibitors; IDH1-R132H enzyme, NADPH consumption, diaphorase/resazurin fluorescence; 390,000 compounds, 0.093% hits; O75874; further: on the % scale 0 is the no-effect control and ±100 the full control effect; nearly all actives have a fitted effect of over 65% in size
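IDH1-R132H (0.5 ug/mL dispensed) in pH 7.5 Tris buffer was preincubated 30 min with compound, then given a substrate mix of 0.016 mM NADPH and 2 mM alpha-KG for 80 min at room temperature; remaining NADPH was read by diaphorase/resazurin fluorescence.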
RXFP1 ag: activates the human relaxin receptor RXFP1 | HEK293T-RXFP1 cAMP TR-FRET, 30 min; response scale: percent of porcine relaxin response, buffer zero | Potency, µM (top dose mostly 57.5 µM), inactives show top-dose activation, actives largely listed as activators | 370,000 compounds, 0.3% hits | AID 2676; further: on the % scale 0 is the no-effect control and ±100 the full control effect; nearly all actives have a fitted effect of over 60% in size; many of its hits are not listed in these tables
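HEK293T cells stably expressing RXFP1 were pretreated with the PDE4 inhibitor Ro 20174, exposed to compounds for 30 min at 37C, lysed, and cAMP was read by TR-FRET. Data normalized to buffer (basal) and 29 nM porcine relaxin (100%).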
Vif-APOBEC3G blk: inhibitors of Vif-APOBEC3G interaction. Q9HC16. HeLa A3G-eYFP + Vif (tagged APOBEC3G with the HIV-1 protein that degrades it), YFP fluorescence, overnight. Potency, µM (doses to about 46.1 µM), for the others: top-dose activity, negative = active, most hits filed as inhibitors. 410,000 compounds, 0.076% hits. AID 602310;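 further: on the % scale 0 is the no-effect control and ±100 the full control effect; nearly all actives have a fitted effect of over 60% in size; hits raise eYFP signal because A3G escapes Vif-driven loss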
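HeLa cells stably expressing Vif and C-terminally eYFP-tagged A3G, seeded overnight at 37 deg C, then exposed to compound by pintool overnight at 37 deg C. Rise in yellow fluorescence (Ex 488/Em 500-530, Acumen) marks blocked Vif-driven A3G degradation.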
rTrxR1 inhibitor: inhibitors of rat thioredoxin reductase 1 | O89049 | recombinant rTrxR1, NADPH fluorescence consumption, selenite substrate | Potency, µM (highest dose often 114 µM), inactives show top-dose activity change, negative = inhibition, most hits filed as inhibitors | 390,000 compounds, 1% hits; further: on the % scale 0 is the no-effect control and ±100 the full control effect; nearly all actives have a fitted effect of over 65% in size
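Rat TrxR1 (90 nM in the dispensed reagent) was pre-reduced with 400 uM NADPH for 5 min at room temperature, then incubated with compound for 15 min. After 400 uM selenite was added, NADPH fluorescence (Ex 340/Em 450 nm) was followed for 8 min.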
RGS4 inh: blocks human RGS4-accelerated GTP hydrolysis; Potency, µM (titrated, usually from 114 µM), inactives show top-dose activity change, negative = inhibition, usual class: inhibitors; Transcreener GDP fluorescence polarization, RGS4-accelerated GTP hydrolysis; 390,000 compounds, 0.039% hits; further: on the % scale 0 is the no-effect control and ±100 the full control effect; nearly all actives have a fitted effect of over 75% in size; some results filed as inactive show a strong effect at the top dose
Target sequence (P49798 whole entry, looked up): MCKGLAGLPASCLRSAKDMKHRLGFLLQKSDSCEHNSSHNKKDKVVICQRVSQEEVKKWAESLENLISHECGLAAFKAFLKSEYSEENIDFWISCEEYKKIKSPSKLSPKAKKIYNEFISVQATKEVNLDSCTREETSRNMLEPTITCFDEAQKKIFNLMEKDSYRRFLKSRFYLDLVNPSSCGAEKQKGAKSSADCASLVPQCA
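MLSMR compounds (23 nl, pin-transferred) preincubated 10 min at room temperature with a 500nM (2x) first reagent, then RGS4 at 900nM (2x) plus Transcreener GDP mix added; fluorescence polarization (620/688 nm) read before and after 90 min at 30 °C.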
USP1-UAF1 inh: USP1/UAF1 (human) deubiquitinase inhibition | O94782 | Potency, µM (series often up to 57.1 µM), for the others: at the highest dose activity change, negative = inhibition, hits mostly inhibitors | 390,000 compounds, 0.23% hits | recombinant USP1/UAF1, Ub-Rhodamine cleavage fluorescence; further: on the % scale 0 is the no-effect control and ±100 the full control effect; nearly all actives have a fitted effect of over 60% in size; inactives centre near -12
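USP1/UAF1 complex (1 nM) preincubated 15 min at room temperature with compound, then Ub-Rho substrate (150 nM final) added. Kinetic fluorescence at 480/540 nm over 6 reads at 60 s intervals; 50 mM HEPES pH 7.8, 0.5 mM EDTA, 0.1 mg/ml BSA, 1 mM TCEP, 0.01% Tween-20.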
* = called active by the depositor; ? = inconclusive; / = no result given; [ ] = remark or other dose. The call rests on the fitted dose curve; in most records, active means well fitted curve in the direction sought with a large enough effect; inconclusive means small, poorly fitted or top-dose-only effect, or another doubt; inactive means no such curve, though single readings can be large; an effect the other way counts as inactive or inconclusive. Potency means the concentration at half of the fitted maximal effect.

[1] CCOC(=O)c1c(C)[nH]c(C)c1S(=O)(=O)N1CCC(C(=O)Nc2ccccn2)CC1
[2] COc1ccc(N2CCN(C(=O)c3ccc(Cn4c(=S)[nH]c5ccc(N6CCOCC6)cc5c4=O)cc3)CC2)cc1
[3] N#C/C(=C\c1ccncc1)c1ccccn1
[4] CCc1ccccc1NC(=O)CNC(=O)c1ccc(OCc2cn3ccccc3n2)cc1
[5] CC(C(C(=O)N1CCCCC1)N1CCCCC1)N1CCCCC1 (stereo not given)
[6] COc1ccc(NC(=O)C[C@H]2C(=O)N(Cc3cccnc3)C[C@@H]2Cc2ccccc2)cc1
Assay by compound	1	2	3	4	5	6
RXFP1 ag	1.1%	10%	1.6%	/	/	/
TrxR1 substrate	1%[57.1 µM]	7%[57.1 µM]	10%[57.1 µM]	-2%[2.29 µM]	15%[57.1 µM]	/
12-LOX inh	-21%	-2%	-12%	-11%	-17%	0%
rTrxR1 inhibitor	5%[57.1 µM]	21%[57.1 µM]	1%[57.1 µM]	17%[57.1 µM]	24%[57.1 µM]	/
IDH1 R132H inh	3%	2%	6%	-1%	-9%	14%
Vif-A3F inh	-3%	-5%	-1%	6%	5%	8%
RGS4 inh	-19%	-22%	9%	-44%	2%	/
Vif-APOBEC3G blk	-1%	0%	-16%	-4%	-2%	0%
USP1-UAF1 inh	?	-2%	-6%	0%	-14%	-27%

[7] COc1ccccc1CNC(=O)COC(=O)c1ccco1
[8] C#CCOc1c(Cl)cc(/C=N/O)cc1OC
[9] COc1ccc(-c2noc(-c3ccc(NCC4CCCO4)c([N+](=O)[O-])c3)n2)cc1 (stereo not given)
[10] Nc1c2c(nc3ccccc13)CCCC2=O
[11] COc1ccc2cc(C(=O)NCc3ccco3)c(=Nc3ccc(C(=O)O)cc3)oc2c1
[12] NS(=O)(=O)c1ccc(NC(=O)COC(=O)CCc2ccccc2)cc1
Assay by compound	7	8	9	10	11	12
RXFP1 ag	/	2.2%	-3.0%	6.2%	2.2%	2.0%
TrxR1 substrate	2%	-9%	4%	12%[57.1 µM]	2%	-4%
12-LOX inh	0%	3%	-3%	4%	0%	-5%
rTrxR1 inhibitor	31%	-4%	17%	1%[57.1 µM]	?	9%
IDH1 R132H inh	-7%	2%	0%	5%	0%	4%
Vif-A3F inh	-1%	0%	0%	-2%	-7%	8%
RGS4 inh	-9%	24%	7%	-18%	-4%	-5%
Vif-APOBEC3G blk	-1%	0%	3%	0%	0%	0%
USP1-UAF1 inh	-13%	0%	-11%	-10%	-16%	-7%

[13] COc1ccc(CCNC(=O)CCN2C(=O)C3CC=CCC3C2=O)cc1OC (stereo not given)
[14] COc1ccc(CN2C(=O)c3ccccc3C2OC)cc1 (stereo not given)
[15] Cc1cccc(C)c1-n1ncc(C(=O)NCCCN2CCC(C)CC2)c1C1CCN(C(=O)OC(C)(C)C)CC1
[16] CN(C)S(=O)(=O)N1CCN(C(=O)N2CCCCC2)CC1
[17] Cc1nc(NN)c2c3c(sc2n1)COC(C)(C)C3
[18] CC12CN3CC(C)(CN(C1)C3c1cc(Br)ccc1O)C2=O (stereo not given)
Assay by compound	13	14	15	16	17	18
RXFP1 ag	-0.3%	-3.4%	1.4%	1.2%	14%	0.4%
TrxR1 substrate	10%[57.1 µM]	-4%	0%	5%	7%[57.1 µM]	5%
12-LOX inh	0%	3%	-26%	-3%	?	0%
rTrxR1 inhibitor	-9%	13%	-1%	13%	13%[57.1 µM]	11%
IDH1 R132H inh	8%	-5%	21%	11%	6%	0%
Vif-A3F inh	-3%	1%	3%	-3%	?	-4%
RGS4 inh	-9%[11.4 µM]	-19%	-13%	17%	-6%	-28%
Vif-APOBEC3G blk	6%	0%	-2%	1%	-1%	2%
USP1-UAF1 inh	2%	-20%	-7%	?	-14%	-12%

A different layout for some results above.
no.	smiles	RXFP1 ag	TrxR1 substrate	12-LOX inh	rTrxR1 inhibitor	IDH1 R132H inh	Vif-A3F inh	RGS4 inh	Vif-APOBEC3G blk	USP1-UAF1 inh
7	COc1ccccc1CNC(=O)COC(=O)c1ccco1	/	2%	0%	31%	-7%	-1%	-9%	-1%	-13%
8	C#CCOc1c(Cl)cc(/C=N/O)cc1OC	2.2%	-9%	3%	-4%	2%	0%	24%	0%	0%
9	COc1ccc(-c2noc(-c3ccc(NCC4CCCO4)c([N+](=O)[O-])c3)n2)cc1 (stereo not given)	-3.0%	4%	-3%	17%	0%	0%	7%	3%	-11%
10	Nc1c2c(nc3ccccc13)CCCC2=O	6.2%	12%[57.1 µM]	4%	1%[57.1 µM]	5%	-2%	-18%	0%	-10%
11	COc1ccc2cc(C(=O)NCc3ccco3)c(=Nc3ccc(C(=O)O)cc3)oc2c1	2.2%	2%	0%	?	0%	-7%	-4%	0%	-16%
12	NS(=O)(=O)c1ccc(NC(=O)COC(=O)CCc2ccccc2)cc1	2.0%	-4%	-5%	9%	4%	8%	-5%	0%	-7%

The results go on.
[19] CC1(C)CC(=O)C(C=NCCN2CCN(C(=O)c3ccccc3)CC2)=C(O)C1
[20] COc1ccccc1NC(=S)NN=C(C)c1ccccn1
[21] Cc1cc(C(=O)N/N=C/c2ccc(C)s2)n[nH]1
[22] COc1ccc(-n2c(SCC#N)nc3c(sc(=S)n3-c3ccccc3)c2=O)c(OC)c1
[23] CC(C)C[C@H](NC(=O)NC(C)C)C(=O)O
[24] CC(C)(C)OC(=O)N1CCC(c2c(C(=O)NCC3CCN(C4CCCC4)C3)cnn2-c2ccccc2Cl)CC1 (stereo not given)
Assay by compound	19	20	21	22	23	24
RXFP1 ag	2.8%	/	-0.6%	0.7%	-1.1%	2.2%
TrxR1 substrate	-11%	-6%	-14%	-10%	8%[57.1 µM]	-3%
12-LOX inh	26%	?	18%	-27%	12%	-2%
rTrxR1 inhibitor	4%	11µM*	-14%	-11%	7%	-13%
IDH1 R132H inh	4%	7%	-1%	5%	0%	-7%
Vif-A3F inh	-3%	-15%	8%	0%	0%	-3%
RGS4 inh	-3%	?	-9%	?	12%	-4%
Vif-APOBEC3G blk	0%	-17%	-2%	-1%	4%	2%
USP1-UAF1 inh	2%	-1%	-22%	-11%	-7%	-28%

[25] CCc1ccccc1NC(=O)Cn1c(=O)c2cccn2c2ccc(F)cc21
[26] Cc1ccc2nc(Nc3cccc(Cl)c3C)c(-n3nc(C)cc3C)nc2c1
[27] Cc1ccc(C(=O)N(Cc2nc3ccccc3c(=O)[nH]2)C2CCCC2)cc1
[28] COc1cc(OC)cc(-c2cc3ccc(F)cc3cn2)c1
[29] C/C(=N\NC(=O)c1cc(C)nc2ccccc12)c1cccc(Cl)c1
[30] O=C(O)CCCC(=O)OCc1c(-c2ccccc2)ncc2ccccc12
Assay by compound	25	26	27	28	29	30
RXFP1 ag	1.0%	6.0%	0.9%	/	2.4%	1.2%
TrxR1 substrate	11%[11.4 µM]	-2%	0%	0%	4%	0%
12-LOX inh	-29%	-6%	-30%	?	0%	9%
rTrxR1 inhibitor	21%	-3%	19%	16%	18%	-13%
IDH1 R132H inh	-12%	11%	-2%	15%	-7%	-11%
Vif-A3F inh	1%	6%	9%	1%	-11%	1%
RGS4 inh	11%	0%	-9%	21%	19%	0%
Vif-APOBEC3G blk	8%	-1%	3%	-10%	-1%	3%
USP1-UAF1 inh	-21%	?	-7%	-17%	-20%	?

[31] COc1ccc(CNC(=O)C/C(C)=N/NC(=O)C23CC4CC(CC(C4)C2)C3)cc1
[32] CCC(C(=O)N1CCCCCC1)n1nc(C)n2c(cc3occc32)c1=O (stereo not given)
[33] Cc1ccc(F)cc1NC(=O)CN1C(=O)NC2(CCCc3ccccc32)C1=O (stereo not given)
[34] Cc1cccc2cc(/C=N/NC(=O)[C@H]3C[C@@H]3c3ccccc3)c(Cl)nc12
[35] COc1ccc(OC)c(CN2C(=O)c3ccccc3C2C(=O)NCC2CCCO2)c1 (stereo not given)
[36] N/C(=N\N=C\c1cccs1)SC1CC(=O)N(c2cccc([N+](=O)[O-])c2)C1=O (stereo not given)
[37] COC(=O)c1ccc(CSc2c(C(C)C)cnc3c2c(=O)n(C)c(=O)n3C)cc1
[38] Cc1ccnc(N2CCC(C(=O)NNC(=O)c3ccncc3)CC2)n1
Assay by compound	31	32	33	34	35	36	37	38
RXFP1 ag	0.6%	3.2%	0.4%	6.1%	1.6%	0.4%	4.4%	2.1%
TrxR1 substrate	6%	-9%	-3%	14%	3%	-2%[57.1 µM]	0%[57.1 µM]	6%
12-LOX inh	1%	-9%	-12%	0%	23%	-5%	?	0%
rTrxR1 inhibitor	?	-14%	4%	?	18%[0.0914 µM]	19%[57.1 µM]	5%[57.1 µM]	27%
IDH1 R132H inh	16%	3%	13%	-9%	4%	5%	-8%	-2%
Vif-A3F inh	3%	6%	4%	-6%	?	-4%	1%	6%
RGS4 inh	?	12%	-10%	0%	-7%	-13%	-21%	6%[56.9 µM]
Vif-APOBEC3G blk	-1%	2%	2%	-1%	-1%	0%	4%	0%
USP1-UAF1 inh	0%	-8%	-17%	-1%	-14%	-7%	-12%	6%

Not all compounds are listed. The share of hits here may be higher or lower than overall.
